N370S GC – qHTS Assay for Inhibitors and Activators of N370S glucocerebrosidase as a Potential Chaperone Treatment of Gaucher Disease | actives 0.092% (n = 330,000) | Potency, µM (highest dose often 59.4 µM), without a hit: at the top dose activity change, negative = inhibition, most hits filed as inhibitors | N370S GC spleen homogenate, 4MU-glucoside fluorescence | Lysosomal acid glucosylceramidase (Homo sapiens), P04062 | AID 2101, 2009;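 note: 0% = full enzyme activity and -100% = no enzyme basal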
TDP1 block – qHTS Assay for Inhibitors of Tyrosyl-DNA Phosphodiesterase (TDP1); recombinant TDP1, AlphaScreen DNA substrate cleavage; Tyrosyl-DNA phosphodiesterase 1 (Homo sapiens), Q9NUW8; Potency, µM (doses to about 130 µM), for inactives: at the highest dose activity change, negative = inhibition, actives largely listed as inhibitors; actives 0.28% (n = 350,000); note: nearly all actives have a fitted effect of over 40% in size
Target sequence (Q9NUW8 whole entry, looked up): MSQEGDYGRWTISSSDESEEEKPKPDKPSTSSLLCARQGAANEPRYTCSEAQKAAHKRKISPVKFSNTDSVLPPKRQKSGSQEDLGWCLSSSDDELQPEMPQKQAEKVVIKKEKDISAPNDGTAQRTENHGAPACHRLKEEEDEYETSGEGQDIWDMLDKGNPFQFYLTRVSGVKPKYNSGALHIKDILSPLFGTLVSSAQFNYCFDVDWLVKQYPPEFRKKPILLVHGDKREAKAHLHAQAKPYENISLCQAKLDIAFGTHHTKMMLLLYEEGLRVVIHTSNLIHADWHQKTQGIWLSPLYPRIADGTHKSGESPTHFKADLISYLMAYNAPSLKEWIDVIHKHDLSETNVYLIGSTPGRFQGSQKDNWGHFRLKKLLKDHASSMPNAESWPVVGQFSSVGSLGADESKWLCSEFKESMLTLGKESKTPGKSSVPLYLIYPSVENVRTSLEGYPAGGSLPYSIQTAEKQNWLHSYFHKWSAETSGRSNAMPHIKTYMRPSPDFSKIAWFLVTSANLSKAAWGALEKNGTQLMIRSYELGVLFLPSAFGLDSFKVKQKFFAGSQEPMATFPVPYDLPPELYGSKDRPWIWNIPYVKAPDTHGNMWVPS
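Recombinant E. coli-expressed Tdp1 (1 nM) preincubated with compound 15 min at RT, then 5'-biotin/3'-phosphotyrosine-FITC DNA substrate (15 nM) added for 5 min. AlphaScreen beads (10 ug/ml) added, 10 min RT; tyrosine-FITC cleavage read as signal loss.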
DT40 TDP1 no CPT – qHTS for Inhibitors of human tyrosyl-DNA phosphodiesterase 1 (TDP1): qHTS in cells in absence of CPT. DT40 Tdp1-/- hTDP1 cells, no CPT, ATP luminescence, 48 h. Potency, µM (titrated, usually from 46.2 µM), inactives show top-dose activity change, negative = growth inhibition, actives largely listed as inhibitors. actives 15% (n = 420,000). AID 686978, 2013; note: nearly all actives have a fitted effect of over 55% in size
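Readout: luminescence from CellTiter-Glo after 30 min in the dark at RT. Cells: DT40 Tdp1-/- with stable hTDP1, 400/well. Exposure: compounds alone, ≥48 hr, 37 °C.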
The depositor's hits bear a star; ? = inconclusive; / = not tested or not shown; & = joins results of further samples; [ ] = another dose, or the depositor's remark. Calls come from the whole dose curve; as a rule, active = well fitted curve in the direction sought with a large enough effect; inconclusive = small, poorly fitted or top-dose-only effect, or another doubt; inactive = no such curve, though single readings can be large; an effect the other way counts as inactive or inconclusive. Unless noted, % is set by controls: 0 for no effect and ±100 for the full control effect; potency is the fitted concentration of half-maximal effect. These rows are one share of the data; rates above refer to the full screens.

SMILES	N370S GC	TDP1 block	DT40 TDP1 no CPT
CC1=C(C(N)=O)C(c2cccnc2)n2nc(-c3cccc(C)c3)nc2N1 (stereo not given)	-2%	-3%	?
COc1cccc(C(c2c(O)cc(C)n(Cc3ccco3)c2=O)N2CCN(c3ccccc3)CC2)c1 (stereo not given)	/	3%	-20%
CCCN1CCC(=NNc2ccc(C(=O)O)cc2)CC1	10%	-9%	4%
COC(=O)C(Cc1c[nH]c2ccccc12)NC(=O)c1cncc(Br)c1 (stereo not given)	-1%	/	16%
CCC1CCCCN1C(=O)c1sc(-n2nc(C)c(Cc3ccccc3)c2C)nc1C (stereo not given)	/	2%	?
Cc1ccc(S(=O)(=O)N2CCC(C(=O)N[C@@H](C)C(=O)Nc3ccc(F)cc3)CC2)cc1	-2%	1%	-8%
CNC(=O)c1cc2n(n1)CCCN(Cc1ccc(F)cc1)C2=O	/	-6%	?
Cc1ccc(-n2ncc(C(=O)NCCN3CCCC3)c2C2CCN(C(=O)OC(C)(C)C)CC2)cc1C	/	5%	?
CC1(C)Cc2cccc(Oc3cc(NN4CCCCC4)c([N+](=O)[O-])cc3[N+](=O)[O-])c2O1	-6%	/	16µM*
CC/C(O)=C1\C(=O)CC(C)(C)CC1=Nc1ccccc1C	9%	6%	?
CCNC(=O)C1CCCN(c2nn3cc(-c4ccc(C)cc4)nc3s2)C1 (stereo not given)	/	4%	23µM*
CC(C)CC(NC(=O)c1ccc(Cl)cc1)C(=O)OCC(=O)c1ccc2c(c1)NC(=O)CO2 (stereo not given)	-9%	9%	12µM*
COc1ccc(F)cc1C1=CC(=O)C[C@H](c2ccc3c(c2)OCO3)C1	/	1%	13µM*
CC(Sc1nc2scc(-c3ccccc3)c2c(=O)[nH]1)C(=O)NC(N)=O (stereo not given)	-3%	/	?
Cc1ccc(NC(=O)COc2ccc(-c3nnco3)cc2)cc1S(=O)(=O)N1CCOCC1	-13%	3%	13µM*
Cc1cc(C)c(NC(=O)CCn2c(=O)c3cccn3c3ccccc32)c(C)c1	/	5%	16µM*
O=C(C[C@H]1C[C@H](C(=O)N2CCOCC2)[C@@]2(CCC3CCCC3)c3[nH]c4cc(-c5ccco5)ccc4c3CCN2C1=O)NCc1cccc(C(F)(F)F)c1	/	1%[56.1 µM]	?
CCOC(=O)C(C)Sc1ncnc2nc[nH]c12 (stereo not given)	11%	8%	-10%
Cc1cc(C)nc(NC(=O)Cc2ccc([N+](=O)[O-])cc2)c1	4%	5%	-29%
O=C(C[C@H]1C/C=C\C[C@H](Cc2ccc(F)cc2)C(=O)O[C@@H](c2ccccc2)CNC1=O)N[C@H](CO)Cc1ccccc1	/	0%	10µM*
Cc1nc(Oc2ccccc2)c2ccsc2n1	3%	8%	-21%
CCCCCCNC(=O)c1ncn[nH]1	7%	/	23%
C(=N/Nc1nc(-c2ccccc2)cc(-c2ccccc2)n1)/c1cccnc1	9%	-3%	16µM*
Cc1ccccc1S(=O)(=O)Nc1ncc(C(F)(F)F)cc1Cl	2%	1%	-24%
N#CCCN(C(=O)CSc1n[nH]c(=O)[nH]c1=O)c1ccccc1	/	0%	-1%
(listing goes on)
SMILES	N370S GC	TDP1 block	DT40 TDP1 no CPT
Cn1c(SC/C=C/c2ccccc2)nnc1-c1cccs1	1%	2%	-14%
CC(C)Nc1nc(NC(C)C)nc(OCCOC(=O)c2ccccc2)n1	-4%	0%	?
CCCn1c(N)c(C(=O)CSc2nc3ncc(Cl)cc3[nH]2)c(=O)[nH]c1=O	/	-5%	11%
O=C(CSc1nnc(CNc2ccccc2)o1)N1CCc2ccccc21	-2%	-1%	-14%
CCOc1ccc(N2CC(C(=O)OCC(=O)c3ccc(OC)cc3)CC2=O)cc1 (stereo not given)	0%	/	?
COc1ccccc1C(=O)Nc1ccnn1C1CCN(C(=O)C(C)(C)C)CC1	2%	0%	-15%
COc1ccc(C)cc1NC(=O)c1cc(S(=O)(=O)NC2CCCCCC2)ccc1F	/	0%	?
CCCN1CNc2c(c(=O)[nH]c(=S)n2CCC)C1	/	1%	2%
CCOC(=O)/C=C1\CN(Cc2ccc(OC)cc2)S(=O)(=O)c2ccccc21	2%	/	?
C=CCn1c(SCC(=O)NCc2ccc3c(c2)OCO3)nnc1-c1cccnc1	9%	-3%	-5%
CC1(C)CC(=O)c2cnc3nc4ccccc4n3c2C1	-16%	3%	?
O=C(COC(=O)/C=C/c1cn(-c2ccccc2)nc1-c1cccnc1)Nc1ccc(Cl)cc1Cl	-3%	3%	?
CN1CCc2c(sc(/N=C/c3cccs3)c2C(N)=O)C1	6%	2%	-23%
COc1ccc(/C=C/C(=O)NC(=S)NNC(=O)c2c(-c3ccccc3)noc2C)cc1	5%	-5%	26µM*
COC(=O)c1ccc(NC(=S)NCc2ccco2)cc1	-2%	2%	-22%
O=C(NC1CCCc2ccccc21)c1cc(F)cc(F)c1 (stereo not given)	-13%	5%[0.0935 µM]	?
Nc1ncc(Br)cc1N=Cc1ccccc1	21%	5%	?
O=C(Nc1ccccc1)c1ccc(-n2nncc2-c2ccccc2)cc1	/	2%	?
CC1=C(C(N)=O)C(c2cccs2)n2nc(-c3cccc(C)c3)nc2N1 (stereo not given)	-2%	5%	-14%
COc1ccc(C(=O)c2cnc3cc4c(cc3c2C)OCO4)cc1	24%	4%	?
CCc1cnc2c(c1SCc1c(F)cccc1Cl)c(=O)n(C)c(=O)n2C	/	5%	26µM*
CCOc1ccc(CCNC(=O)c2ccc3c(c2)nc2n3CCOC2)cc1OCC	/	3%	?
COC(=O)[C@]1(C)N[C@H](CN(C)S(=O)(=O)c2ccc(C(F)(F)F)cc2)[C@@H]2C(=O)N(C)C(=O)[C@@H]21	/	1%	15%
CCOc1ccc(NC(=S)N(CCc2ccncc2)C(C)C)cc1	-5%	-3%	-24%
CCN(CC)CC#CCC(OC)(c1ccccc1)c1ccccc1	-6%	-2%	-13%
(listing goes on)
SMILES	N370S GC	TDP1 block	DT40 TDP1 no CPT
CC1(C)CC2CC(C)(CN2S(=O)(=O)c2ccc(N)cc2)C1 (stereo not given)	8%	2%	?
CCOC(=O)[C@H]1[C@H]2COc3ccc(OC)cc3[C@H]2N2C(=O)CNC(=O)[C@@]12C	/	1%	-23%
COC(=O)C(NC(C)=O)(Nc1ccc(C)cn1)C(F)(F)F (stereo not given)	14%	0%	-8%
COC(=O)c1ccc(N=NN2CCCCC2)cc1	-1%	1%	?
O=C(O)CN1C(=O)/C(=C\c2cccc(OCc3ccc(F)cc3)c2)SC1=S	1%	/	21%
C/C(=N\OCC(=O)Nc1ccc(OC(F)(F)F)cc1)c1ccc2c(c1)OCCO2	?	-4%	?
[N-]=[N+]=CC(=O)C(Cc1ccccc1)N1C(=O)c2ccccc2C1=O (stereo not given)	1%	2%	-14%
CCOc1cc(C(=O)Nc2nnc(S(=O)(=O)N3CCOCC3)s2)cc(OCC)c1OCC	-2%	5%	4%
CCCc1nc2nc(C)c(NS(=O)(=O)c3ccc(CC(C)C)cc3)c(=O)n2[nH]1	-17%	9%&0%	-11%&-3%
COc1ccc(Br)c2c1-c1nc(NC(=O)c3ccc(F)cc3)sc1C2	/	-3%	?
Cc1cccc(OCC(=O)N2CCN(C(=O)COc3ccc(Cl)cc3)CC2)c1	1%	/	?
O=C(NCC1CCCN1S(=O)(=O)c1ccccc1)c1cccc(Cl)c1 (stereo not given)	0%	0%	?
CCOc1cccc(-n2nnnc2-c2ccc(OC)cc2)c1	6%	5%	2.9µM*
CCOc1ccccc1NS(=O)(=O)c1ccc(-n2cccn2)cc1	-1%	8%	-23%
CC1=C(C(=O)OC(C)C)C(c2ccsc2)NC(=O)N1C (stereo not given)	-1%	0%	-26%
CCCSCCCNC(=O)C1CCN(c2nc3ccccc3nc2C(F)(F)F)CC1	/	-3%	16µM*
O=C(/C=C/c1cccs1)N1CCN(c2ccccc2)CC1	-7%	7%	-23%
COc1cc(NC(=O)C2CCCN(S(=O)(=O)c3ccc4c(c3)oc(=O)n4C)C2)cc(OC)c1 (stereo not given)	-1%	0%	?
COc1ccc(CCNC(=O)Oc2ccccc2)cc1OC	-4%	/	-16%
NCCCC[C@H](NC(=O)C1CCNCC1)c1nnc(CN)o1	3%	6%	/
O=C(Cc1ccc(Cl)c(Cl)c1)NC1CCCCCC1	-1%	4%	-18%
COC(=O)C(=C/C=C/c1ccco1)C(=O)OC	7%	/	-21%
COc1ccc(CCNS(=O)(=O)c2ccc(OC)c(OC)c2)cc1OC	-6%	/	17%
O=C(Nc1ccc(Cl)cc1)OCCn1nnnc1C(c1ccccc1)N1CCOCC1 (stereo not given)	10%	2%	-28%
COc1ccc(NC(=O)Nc2c(C)n(C)n(-c3ccccc3)c2=O)cc1OC	-6%	3%[56.1 µM]	19%
Continuation:
SMILES	N370S GC	TDP1 block	DT40 TDP1 no CPT
CN(Cc1nccn1C)C(=O)CC1C(=O)NCCN1Cc1ccc(F)cc1Cl (stereo not given)	-8%	5%[56.1 µM]	5%
Nc1nc(CN2CCN(c3ccccc3F)CC2)nc(Nc2ccccc2)n1	-19%	7%	?
CN(CC(=O)Nc1cccc(C(F)(F)F)c1)S(=O)(=O)c1cccs1	/	2%	?
COc1ccc(-c2noc(C3CCCN(C(=O)Nc4ccccc4)C3)n2)cc1 (stereo not given)	13%	3%	?
O=C(CSc1ccc(-c2cccc([N+](=O)[O-])c2)nn1)NCc1ccccc1	6%	5%	?
CCOC(=O)NC(=O)/C(N=Nc1cccc(C(F)(F)F)c1)=C(\C)O	6%	-3%	-3%
Cc1ccccc1NC(=O)Nc1ccc2c(c1)CCC2	-3%	3%[56.1 µM]	-1%
CCOC(=O)c1ccc(NC(=O)Cn2nnc(-c3ccccc3F)n2)cc1	-1%	1%	?
O=C(Cn1c(NCCO)nc2ccccc21)c1ccc(F)cc1	-6%	3%	-12%
C/C1=C\[C@@H](O)C(C(C)C)C(OC(=O)c2ccc(O)cc2)C/C(C)=C/CC1 (stereo not given in full)	-13%	8%	/
CCS(=O)(=O)c1nc(S(=O)(=O)c2ccc(Cl)cc2)c(N2CCN(CCO)CC2)s1	-25%	2%	?
CCOC(=O)c1ccc(Oc2cn[nH]c2-c2ccc(OCC(=O)NN)cc2O)cc1	-7%	/	-21%
C[C@@H]1CN(C(=O)c2cc(COc3cccc(C(F)(F)F)c3)on2)C[C@H](C)O1	-2%	0%	?
Cn1c(=O)c2[nH]c(N3CCN(c4cccc(O)c4)CC3)nc2n(C)c1=O	-6%	3%	-15%
O=C(COC(=O)c1ccccc1OC(F)F)Nc1ccc2[nH]c(=O)[nH]c2c1	6%	?	-3%
Cn1c(=O)c(=O)n(C)c2cc(NC(=O)c3cccc(F)c3)c(Cl)cc21	/	0%[12.3 µM]	-22%
Cc1c(C)n(C)c2ccc(C(=O)NCCCN3CCN(C)CC3)cc12	-7%	3%	12%
CCCCOC(=O)C1=C(C)NC(=O)NC1c1ccc(OC)cc1 (stereo not given)	5%	3%	4%
CN1CCN(C(=S)Nc2cc([N+](=O)[O-])ccc2Cl)CC1	-18%	1%	-10%
CCCC1=[N+](CC(=O)c2ccccc2)CCn2c(C)ccc21	-5%	6%	2.1µM*
O=C(COC(=O)COc1ccccc1)Nc1ncc(Cl)cc1Cl	/	0%	5%
CC(=O)Nc1ccc(NC(=O)Cc2sc(C)nc2-c2ccc(C)cc2)cc1	3%	4%	-9%
CCCCc1nnc(NC(=O)CCc2ccccc2)s1	6%	/	8%
O=C(CC1N=C2c3ccccc3N=C(SCc3cccc(Cl)c3)N2C1=O)NCCc1ccccc1 (stereo not given)	/	1%	?

Ordered by count of non-hydrogen atoms (low to high): some entries from above
SMILES	N370S GC	TDP1 block	DT40 TDP1 no CPT
CCCCc1nnc(NC(=O)CCc2ccccc2)s1	6%	/	8%
CCCC1=[N+](CC(=O)c2ccccc2)CCn2c(C)ccc21	-5%	6%	2.1µM*
CC(=O)Nc1ccc(NC(=O)Cc2sc(C)nc2-c2ccc(C)cc2)cc1	3%	4%	-9%
COc1ccc(-c2noc(C3CCCN(C(=O)Nc4ccccc4)C3)n2)cc1 (stereo not given)	13%	3%	?
CCS(=O)(=O)c1nc(S(=O)(=O)c2ccc(Cl)cc2)c(N2CCN(CCO)CC2)s1	-25%	2%	?

Compound profiles, from the list above:
`CCOC(=O)NC(=O)/C(N=Nc1cccc(C(F)(F)F)c1)=C(\C)O` reads N370S GC = 6%; TDP1 block = -3%; DT40 TDP1 no CPT = -3%
`Cc1ccccc1NC(=O)Nc1ccc2c(c1)CCC2` reads N370S GC = -3%; TDP1 block = 3%[56.1 µM]; DT40 TDP1 no CPT = -1%
`CCCCOC(=O)C1=C(C)NC(=O)NC1c1ccc(OC)cc1` (stereo not given) reads N370S GC = 5%; TDP1 block = 3%; DT40 TDP1 no CPT = 4%
